High-throughput results as filed in PubChem.
Mtb RmlCD inh – inhibitors of Mycobacterium tuberculosis RmlC and RmlD coupled enzymes; P9WH09+P9WH11; RmlC+RmlD coupled enzyme assay, percent inhibition; primary screen in compound mixtures; inhibition, % at 3.6 µM; 160,000 tested, 0.03% active; in the data active = inhibition mostly above about 34%, no sharp cut-off; inconclusive = no clear call, values can overlap the other calls; inactive = mostly below about 22%; also: some results filed as inactive read as strong as hits
Target sequence (P9WH09 whole entry, looked up): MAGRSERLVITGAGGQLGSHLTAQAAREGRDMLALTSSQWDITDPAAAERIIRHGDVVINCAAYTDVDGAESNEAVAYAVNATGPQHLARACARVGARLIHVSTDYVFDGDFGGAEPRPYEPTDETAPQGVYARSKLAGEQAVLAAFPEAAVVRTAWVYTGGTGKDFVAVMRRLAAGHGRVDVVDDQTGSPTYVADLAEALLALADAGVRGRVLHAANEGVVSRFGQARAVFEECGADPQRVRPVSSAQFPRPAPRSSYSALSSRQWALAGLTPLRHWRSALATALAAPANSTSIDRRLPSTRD
Target sequence (P9WH11 whole entry, looked up): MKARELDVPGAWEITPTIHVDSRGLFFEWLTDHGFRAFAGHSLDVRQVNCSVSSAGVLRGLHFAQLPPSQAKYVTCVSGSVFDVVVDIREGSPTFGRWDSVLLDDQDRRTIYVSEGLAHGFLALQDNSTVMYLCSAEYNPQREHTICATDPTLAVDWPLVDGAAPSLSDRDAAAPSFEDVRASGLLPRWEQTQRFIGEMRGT
GlmU inhibition – inhibition of mycobacterial GlmU enzyme – biochemical, glucosamine-1-phosphate acetyltransferase (AID 1376) | one-dose inhibition, %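 (tested at 30 µM in the primary screen)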; IC50 in µM for titrated hits | M. tuberculosis GlmU acetyltransferase enzyme assay; higher % means a stronger effect | 220,000 tested, 0.25% active; in the data active = inhibition above about 13%; inconclusive = no clear call, values can overlap the other calls;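 also: 0% = complete reaction with vehicle and 100% = reaction without substrate; strong numbers were not always called active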
Starred values were filed as active, the others as inactive; ? = inconclusive; nt = not tested or not shown. These rows are one share of the data, so the mix of outcomes need not match the whole.

Fields – Mtb RmlCD inh, GlmU inhibition
CCC(=O)Nc1ccc(C(=O)CSc2nnc(-c3cccnc3)o2)cc1
  0, 2.5%
COc1cccc(C(=O)O/N=C(\N)c2ccncc2)c1OC
  nt, 3.0%
COC(OC)C12c3ccccc3C(c3ccccc31)C1C(=O)N(c3cccnc3)C(=O)C12 (configuration not stated)
  nt, 0.8%
Cc1ccc(NC(=O)COC(=O)c2ccc3c(c2)C(=O)N(CCc2ccccc2)C3=O)c(C)c1
  nt, -2.5%
CCOC(=O)c1nn(-c2ccccc2)c(=O)c(C#N)c1C
  nt, 0.2%
CCN(CC(=O)NCCc1ccccc1)S(=O)(=O)c1ccccc1
  nt, -3.6%
Cn1c(C(=O)N2CCc3ccccc3C2)cc2oc3ccccc3c21
  nt, 0.9%
Cc1ccc(S(=O)(=O)N[C@@H](Cc2ccccc2)C(=O)CCl)cc1
  nt, 0.9%
O=C(COC(=O)c1cccc(N2C(=O)c3ccccc3C2=O)c1)Nc1ccccc1
  9, 5.8%
COc1ccc(Cn2nnc(C(=O)Nc3ccc(F)cc3)c2N)cc1
  nt, -9.9%
CCc1n[nH]c(=S)n1/N=C/c1ccc2c(c1)OCO2
  8, 2.1%
Fc1ccc(COc2ccc(-c3nnco3)cc2)cc1
  -13, 1.4%
COC(=O)c1nc(NC(=O)c2ccc(C(C)(C)C)cc2)n[nH]1
  2, 5.1%
COc1ccc(-c2[nH]ncc2CN(C)Cc2ccccn2)c(OC)c1
  -3, 0.8%
CCOc1ccc(NC(=O)NCCN2C(C)CCCC2C)cc1 (configuration not stated)
  5, 4.6%
Cc1ccccc1NC1=NC2(CCCC2)N=C(N)N1
  -3, 1.8%
CCC(=O)N(CCC1(C(C)C)CCOC(C)(C)C1)C(C)c1cccs1 (configuration not stated)
  nt, -8.4%
COc1ccc(Nc2oc(-c3ccccc3Cl)nc2C#N)cc1
  8, -2.2%
Cc1cc2oc(=O)cc(CN3CCC(C)CC3)c2c(C)c1Cl
  -2, 1.8%
C/C(=N\NC(=O)CCc1c[nH]c2ccccc12)c1cccc([N+](=O)[O-])c1
  2, -0.5%
Cc1cnc(C(=O)Nc2ccc(C)c(S(=O)(=O)N(C)C)c2)cn1
  8, 1.6%
CC(C)NC(=O)NC(=O)COC(=O)c1ccc(OC(F)(F)F)cc1
  2, 3.4%
CN(C)c1ccc(CN2CCCCC2)cc1
  nt, 1.8%
O=c1[nH]n(-c2cccc3cccnc23)c(=O)c2ccccc12
  50, 1.0%
CC(C)C(O)(C(=O)NNc1ccccc1)C(C)C
  -1, 2.5%
COC(=O)CNC(c1ccccc1Cl)c1cc(Br)ccc1NC(=O)CCN1CCOCC1 (configuration not stated)
  nt, -2.1%
COCCn1cnc2c1c(=O)n(CC(=O)OCC(=O)NCCCc1ccccc1)c(=O)n2Cc1ccccc1
  -3, 2.2%
CC(=O)Nc1ccc(/C=N/NC(=O)CNC(=O)c2ccccc2)cc1
  nt, 6.7%
CC1(C)Cc2c(C#N)c(OCC(=O)c3ccccc3)nc(-c3ccoc3)c2CO1
  6, -7.0%
O=C(c1ccc2c(c1)OCO2)C1CCCN(Cc2cn[nH]c2-c2ccccc2)C1 (configuration not stated)
  6, -3.5%

The final 2 compounds of the section above lead into the next:
Fields – Mtb RmlCD inh, GlmU inhibition
CC1(C)Cc2c(C#N)c(OCC(=O)c3ccccc3)nc(-c3ccoc3)c2CO1
  6, -7.0%
O=C(c1ccc2c(c1)OCO2)C1CCCN(Cc2cn[nH]c2-c2ccccc2)C1 (configuration not stated)
  6, -3.5%
COc1ccccc1N(CC(=O)NCc1ccccc1)C(=O)CCC(=O)Nc1ccccn1
  nt, -0.6%
Cc1nc2c(C(=O)NCc3ccc(F)cc3)c[nH]n2c(=O)c1Cl
  nt, 5.8%
C=CCNC(=O)CC(=O)N/N=C/c1ccc(F)cc1
  -6, 1.1%
Clc1ccc(-c2noc(CCCOc3ccccc3)n2)cc1
  -8, -4.8%
O=C(CN1C(=O)c2ccccc2C1=O)Nc1ccc(S(=O)(=O)NCC2CCCO2)cc1 (configuration not stated)
  nt, -5.8%
CN1C(=S)SC2CS(=O)(=O)CC21C (configuration not stated)
  8, 2.9%
Cc1cc(NS(=O)(=O)c2ccc(NC(=O)CCCOc3ccccc3)cc2)no1
  -59, 2.0%
CCOc1cc(/C=C2\SC(=O)N=C2N)ccc1O
  -6, -1.8%
COc1ccc(C(=O)Nc2nc3ccc4nc(C)sc4c3s2)cc1
  -4, -8.6%
Cc1cccc(N(CC(=O)N/N=C/c2ccc(OCC(=O)NCc3ccco3)cc2)S(C)(=O)=O)c1C
  29, -1.6%
O=C(c1cccc(S(=O)(=O)N2CCCCCC2)c1)N1CCN(c2ccccc2)CC1
  6, 0.5%
Cc1cccc(-c2noc(CCC(=O)Nc3ccccc3)n2)c1
  nt, -1.3%
CC1=NOC(=O)/C1=C/c1ccc(N(C)C)cc1
  5, -9.0%
CC(C)CC(CO)N1CCN(C(=O)c2ccc(Cl)cc2Cl)CCC1=O (configuration not stated)
  nt, 2.1%
CC[C@@]1(O)C(=O)OCc2c1cc1n(c2=O)Cc2cc3ccccc3nc2-1
  -9, -5.8%
Cc1nc(-c2cnn(-c3ccccc3)c2)c2cc(C)oc2n1
  4, 1.2%
O=C(O)CNC(=S)N(Cc1ccccc1)Cc1cccs1
  14, 1.9%
CC(C)COc1ccc(C(=O)NC(=S)Nc2ccc(CN3CCOCC3)cc2)cc1
  21, -2.7%
CCCCCNC(=O)c1c[nH]c2ccc(S(=O)(=O)N3CCC4(CC3)OCCO4)cc2c1=O
  nt, 1.8%
CC(C)(C)n1nc2c(c1NC(=O)c1ccc(S(=O)(=O)N3CCCCC3)cc1)CS(=O)C2 (configuration not stated)
  nt, -2.7%
Cc1nc2c(C)cccn2c1/C(O)=C1\C(=O)C(=O)N(CCN(C)C)C1c1ccncc1 (configuration not stated)
  nt, 0.7%
CCCSc1nnc2n(N)c(=O)c3ccccc3n12
  nt, -2.2%
COCCNC(=O)COc1ccc(C)c(C)c1
  0, -2.4%
CC1CC(NC(=O)c2ncn[nH]2)CC(C)(C)C1 (configuration not stated)
  10, -1.7%
Cc1cc(=O)n2nc(-c3ccccc3)sc2c1C#N
  10, 2.6%
CN(C)S(=O)(=O)c1ccc(/C(O)=C2/C(=O)C(=O)N(Cc3cccnc3)C2c2ccco2)cc1 (configuration not stated)
  nt, 0.9%
CC(C(=O)N1CCCCC1)n1sc2ccccc2c1=O (configuration not stated)
  nt, 1.6%
Cc1cc(NC(=O)COc2ncnc3sc(C)c(C)c23)no1
  6, -3.1%
O=C(C(=S)N1CCOCC1)c1c[nH]c2ccccc12
  -4, -1.1%
Cc1ccc(S(=O)(=O)Oc2ccccc2/C=N/N=C(N)N)cc1
  2, -1.5%

Next part (2 carried over from the part before).
Fields – Mtb RmlCD inh, GlmU inhibition
O=C(C(=S)N1CCOCC1)c1c[nH]c2ccccc12
  -4, -1.1%
Cc1ccc(S(=O)(=O)Oc2ccccc2/C=N/N=C(N)N)cc1
  2, -1.5%
CCNC(=S)N/N=C/c1cc(Br)cc(Br)c1OC
  4, 3.0%
CC(C)(C)SCCNC(=O)CN1C(=O)c2ccccc2S1(=O)=O
  nt, 0.6%
COC(=O)CSc1nnc(COc2ccc([N+](=O)[O-])cc2)n1C
  11, -1.5%
CCCN(CCC)c1nc(C)cc(C(C#N)c2nc3ccccc3o2)n1 (configuration not stated)
  -5, -2.1%
CCn1ncc(C2=NOC(C(=O)NCC(C)C)C2)c1C (configuration not stated)
  1, -1.1%
COc1ccc(NC(=O)c2cc3c(=O)n(C)c4ccccc4c3n2C)cc1Cl
  -6, -5.6%
Cc1ccc(/C(N)=N/OC(=O)c2cccc(F)c2)cc1
  1, 1.5%
CCC(=O)c1ccc(OCC(=O)NC2(C#N)CCCCC2)cc1
  -14, 5.1%
COC(=O)c1cc(C(C)=O)n2ccccc12
  -5, -1.1%
Cc1ccc(OCC(=O)N/N=C/c2ccc3c(c2)OCO3)cc1C
  -8, -4.4%
CC(C)CC(=O)NCCCN1CCN(CCCNC(=O)CC(C)C)CC1
  nt, -7.0%
C#CC(C)(C)NC(=O)c1sccc1Oc1ccc(F)cc1[N+](=O)[O-]
  -16, 2.4%
Cc1cccc(Cn2c(N(C)CCO)nc3c2c(=O)[nH]c(=O)n3C)c1
  7, -5.8%
COc1ccc(CCNC(=O)COC(=O)c2cc(S(=O)(=O)NCc3ccccc3)ccc2O)cc1OC
  ?, 4.5%
CC(NC(=O)COc1ccc(/C=N/NS(=O)(=O)c2ccccc2)cc1)c1ccccc1 (configuration not stated)
  26, 2.0%
COC(=O)c1c(N)sc2c1CC(C)(C)OC2
  -17, 0.4%
COc1cc(C2C(C#N)=C(N)Oc3n[nH]c(-c4ccccn4)c32)cc(OC)c1OC (configuration not stated)
  6, 1.3%
CC(C)(C)c1ccc(OC2=CS(=O)(=O)c3ccccc32)cc1
  -2, -5.4%
Brc1ccccc1OCCCCCN1CCCC1
  -3, -0.9%
COC(=O)c1ccc(N2CCN(C)CC2)c(NC(=O)COc2ccc(OC)cc2)c1
  nt, 1.4%
CCCc1nc2ccc(NC(=O)NCCC(=O)OCC)cc2c(=O)n1Cc1cccc(Cl)c1
  nt, 0.3%
CC(C)CCNC(=O)CSc1nnc(-c2ccc(S(=O)(=O)N3CCCC3)cc2)n1C
  -4, 1.1%
Cc1cccc(CSc2nnc(CCNC(=O)OC(C)(C)C)o2)c1
  nt, 0.3%
CC1(C)C([N+](=O)[O-])C(c2ccc(F)cc2)NC(c2ccc(F)cc2)C1[N+](=O)[O-] (configuration not stated)
  1, -3.8%
CCc1cccc2c(C=C(C#N)C#N)cn(CC(=O)N3CCCCCC3)c12
  2, 0.2%
Cc1cccc2nc(Cn3c(=O)n(CCC(=O)NCc4ccco4)c(=O)c4sccc43)cc(=O)n12
  5, 4.3%
Cc1ccc(S(=O)(=O)/N=C(\CN2CCOCC2)N2CCOCC2)cc1
  -6, 4.7%
COc1ccccc1/C=C\C=N\NC(=O)CCn1nnc2ccccc21
  2, -1.7%
O=S(=O)(c1ccc(Nc2ccc(-c3ccc4c(c3)OCCO4)nn2)cc1)N1CCCC1
  2, 0.8%
O=C(O)c1ccccc1NCCO
  2, -1.3%

Further entries
smiles,Mtb RmlCD inh,GlmU inhibition
Nc1nnnn1CC(=O)N/N=C/c1ccc(-c2cccc(Cl)c2)o1,8,2.6%
CC(Sc1nnc(-c2ccc(C(C)(C)C)cc2)n1C)C(N)=O (configuration not stated),nt,1.2%
COc1cc(C(=O)N2CCN=C2c2ccccc2)cc(OC)c1OC,3,-4.5%
CN(C)c1nc2n(c(=O)n1)C(C#N)CS2 (configuration not stated),-12,10%
Cc1ccc2[nH]c(=O)c(C(c3nnnn3C(C)(C)C)N(Cc3ccco3)CC3CCCO3)cc2c1 (configuration not stated),6,-0.6%
O=C(NC1CCCC1)c1cnn2c(C(F)(F)F)cc(-c3ccc4c(c3)OCO4)nc12,8,-3.1%
COc1ccc(-n2cnc3scc(-c4ccc(OC)c(OC)c4)c3c2=O)cc1,-21,-1.0%
CN(c1ccccc1)S(=O)(=O)c1cccc(NS(=O)(=O)c2ccc(/C=C/C(=O)O)cc2)c1,-9,-5.4%
O=C1CCc2cc(S(=O)(=O)N3CCN(c4cccc(Cl)c4)CC3)ccc2N1,6,0.4%
Cc1cccc(OCC(=O)N/N=C\c2cc3c(cc2[N+](=O)[O-])OCO3)c1C,9,8.7%
O=C(O)c1cc([N+](=O)[O-])ccc1NCc1ccccc1Cl,nt,-2.8%
CC(C)NC(=O)C(C)n1cccc1C(=O)c1ccccc1 (configuration not stated),44,-9.4%
CN(NC1OC(=O)c2ccccc21)c1ccc(C(F)(F)F)cc1[N+](=O)[O-] (configuration not stated),-1,3.7%
Cn1cc(Br)c(C(=O)NNC(=O)Nc2ccccc2C(F)(F)F)n1,-1,1.8%
COc1ccc(Sc2ccccc2CN(C)C)cc1OC,49,1.9%
CC1CC(=O)N(C)c2ccc([N+](=O)[O-])cc2N1 (configuration not stated),-3,1.8%
CCOC(=O)c1[nH]c(C)c(C(=O)N2CCN(c3ccc(OC)cc3)CC2)c1C,5,-4.8%
COc1ccc(NC(=O)NCc2ccncc2)cc1,20,-4.0%
CN1CCN(CCCNC(=O)c2cc3c(=O)oc4ccccc4c3s2)CC1,-11,-2.0%
O=C(OCc1cnc(Cl)s1)c1c(F)cccc1F,nt,0.5%

Compound profiles, from the list above. Order of screens: Mtb RmlCD inh	GlmU inhibition
CN(NC1OC(=O)c2ccccc21)c1ccc(C(F)(F)F)cc1[N+](=O)[O-] (configuration not stated) is listed as -1	3.7%
CC(C)NC(=O)C(C)n1cccc1C(=O)c1ccccc1 (configuration not stated) is listed as 44	-9.4%
O=C(OCc1cnc(Cl)s1)c1c(F)cccc1F is listed as nt	0.5%

Next section:
smiles,Mtb RmlCD inh,GlmU inhibition
CN(C)CCN(Cc1cc2cc3c(cc2[nH]c1=O)OCCO3)C(=S)NCC1CCCO1 (configuration not stated),nt,-1.6%
Cc1cccc(NC(=O)CN(C)S(=O)(=O)c2cccs2)c1,-1,-5.3%
COc1cccc(OCC(O)CN2CCN(CCO)CC2)c1 (configuration not stated),-6,-0.8%
CO/C([O-])=N/c1c[n+](-c2ccc(C)cc2)no1,10,-6.1%
